mcGAS RapidFire = inhibitors of Mus musculus cyclic GMP-AMP synthase, initial high-throughput assay, cell-free, RapidFire MS; Q8C6L5; recombinant mouse cGAS, cGAMP by RapidFire MS; inhibition, % at 12.5 µM; hit rate 0.18% among 130,000;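 active = inhibition of cGAS enzyme activity at or above 60%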;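 note: enzyme stimulated by 45 bp dsDNA with ATP and GTP substrates; cGAMP share of summed cGAMP plus half ATP and half GTP signals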
Target sequence (Q8C6L5 whole entry, looked up): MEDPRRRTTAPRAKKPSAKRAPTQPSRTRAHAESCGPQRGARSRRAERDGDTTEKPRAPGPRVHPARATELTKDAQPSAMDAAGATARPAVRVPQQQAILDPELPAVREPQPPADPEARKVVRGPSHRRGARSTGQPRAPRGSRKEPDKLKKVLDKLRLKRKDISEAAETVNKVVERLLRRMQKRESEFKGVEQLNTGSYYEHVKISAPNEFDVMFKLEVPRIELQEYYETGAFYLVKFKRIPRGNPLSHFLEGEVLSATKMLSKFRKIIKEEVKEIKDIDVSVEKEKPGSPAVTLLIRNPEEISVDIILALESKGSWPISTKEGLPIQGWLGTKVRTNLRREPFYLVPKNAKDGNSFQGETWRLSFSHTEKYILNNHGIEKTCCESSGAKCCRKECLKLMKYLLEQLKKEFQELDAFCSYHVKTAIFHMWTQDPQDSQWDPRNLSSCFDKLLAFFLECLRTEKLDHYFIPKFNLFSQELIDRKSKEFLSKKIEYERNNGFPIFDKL
An asterisk follows results filed as active; & = joins results of further samples. Only part of the results is shown (hit frequency here may not be typical).

mcGAS RapidFire	mol
1.5	Cc1ccc(-c2nnc(Nc3ccc(C(N)=O)cc3)c3ccccc23)cc1S(=O)(=O)NC(C)(C)C
-6.1	Nc1ccc(N2CCC(Cc3ccccc3)CC2)c(C(=O)NCc2ccc(F)cc2)c1
-4.1	Cn1c(=O)c2cn3c4ccccc4nnc3c2n(C)c1=O
-5.7	CCCN1CCN(c2nc3c(c(=O)[nH]c(=O)n3C)n2Cc2ccccc2F)CC1
-5.2	CCCN(Cc1nnc(-c2ccco2)o1)C(=O)C=Cc1cc(Cl)cc(Cl)c1
-3.5	Cc1nc(C#N)c(N2CCOCC2)o1
-14.1	CCCCC1(C)NC(=O)N(CC(=O)Nc2ccc(Cl)cc2C)C1=O (configuration not stated)
-0.7	Cn1nnc2c(N3CCN(C(=O)CSCc4ccccc4)CC3)ncnc21

An excerpt from above in order of the mcGAS RapidFire value, smallest number first:
| canonical_smiles | mcGAS RapidFire |
| --- | --- |
| CCCCC1(C)NC(=O)N(CC(=O)Nc2ccc(Cl)cc2C)C1=O (configuration not stated) | -14.1 |
| Nc1ccc(N2CCC(Cc3ccccc3)CC2)c(C(=O)NCc2ccc(F)cc2)c1 | -6.1 |
| CCCN1CCN(c2nc3c(c(=O)[nH]c(=O)n3C)n2Cc2ccccc2F)CC1 | -5.7 |
| Cn1c(=O)c2cn3c4ccccc4nnc3c2n(C)c1=O | -4.1 |
| Cc1ccc(-c2nnc(Nc3ccc(C(N)=O)cc3)c3ccccc23)cc1S(=O)(=O)NC(C)(C)C | 1.5 |

Later entries.
mcGAS RapidFire	mol
-13.6	CC(C)c1nc(Cn2ccnc2C(C)Cc2ccc3c(c2)OCO3)no1 (configuration not stated)
-6.3	NC(=O)c1nccnc1C(=O)N1CC2(CCCC2)c2ccccc21
-5.2	O=c1c2ccccc2c(-c2cccs2)nn1CC1(O)CCCCC1
-6.1	CCC(=O)Nc1nc(-c2ccc(SC)cc2)cs1
-9.5	O=C(Cn1c(CO)cnc1SCC(=O)N1CCc2ccccc21)NC1CCCC1
-1.8	O=c1[nH]c(CSc2nnnn2C2CC2)nc2scc(-c3ccco3)c12
-13.3	NC1(CNC(=O)c2ccc(C(F)(F)F)o2)CCCCCC1
-1.3	COCCNC(=O)c1sc(=O)n(Cc2ccc(SC)cc2)c1C
-5.7	O=C(NCCC(F)(F)F)C1=CN2CCN(Cc3ccccc3)C(=O)N=C2O1
-4.9	COC(=O)CCc1ccc(C)c(N)c1
1.9	O=C(c1ccc[n+]([O-])c1)N1CCc2c([nH]c3ccccc23)C1C1CCCCC1 (configuration not stated)
-1.5	O=C(CN1CCc2sccc2C1c1ccccc1)N1CCNC1=O (configuration not stated)
2.9	NC(=O)c1ccn(-c2cccc(Br)c2)n1
1.4	CSc1ccc(CNc2nn[nH]n2)cc1
-31.3	COc1cc(CNC(=O)Nc2c(C)nn(C(C)C)c2C)cc(OC)c1O
-7.6	O=C(NCc1cnn2cccnc12)c1cc(COc2c(F)cccc2F)on1
-16.4	CCCN(Cc1cccnc1)C(=O)C1CCN(Cc2ccco2)CC1
-4.5	COC(=O)c1cc2ccccc2cc1NC(=O)C1CCC(=O)N1 (configuration not stated)
-3.7	CCN(CC)C(=O)C1CCCN(Cc2nc(-c3cccs3)no2)C1 (configuration not stated)
6.5	NS(=O)(=O)c1cccc2c1CCCN2
-10.3	O=C(C1CC2(CCNCC2)CN1)N1CCC2(C=Cc3ccccc32)CC1 (configuration not stated)
-16.0	Cc1ccc(-n2c(SCCCC#N)nc3ccccc3c2=O)cc1
-20.0	CC(C)c1ccc(NC(=O)c2cn(C)c3c(=O)n(Cc4ccccc4)c(=O)[nH]c23)cc1
-4.6	CCSc1ccc(NC(=O)c2cnc(-c3ccccc3)nc2)cn1
4.6	O=S(=O)(c1ccc2cccc3c2c1CC3)N1CCOCC1
-13.2	COC(=O)N1CCCN(Cn2nc(C)c(Br)c2C)CC1
-3.9	CN1C[C@H](NC(=O)c2cccc(-c3nc4ccccc4[nH]3)c2)C[C@H]1CO
-3.9	CCC(C)(C)NC(=O)CN1C(=O)NC(C)(c2ccccc2)C1=O (configuration not stated)
-7.0	Cc1cc(C)n(-c2cccc(-c3ccccc3OC(C)C(N)=O)c2)n1 (configuration not stated)
-1.9	Cc1cc(=O)[nH]c(NN=Cc2ccc3sc(C)nc3c2)n1
9.9	CCN(CC)C(=O)Cn1c([N+](=O)[O-])cnc1C
-7.5	Cn1c(=O)[nH]c(=O)c2c1nc1n2CCN1c1ccccc1O
-12.7	Cc1nc2sc3c(c2c(=O)[nH]1)CCCC3
-13.5	S=C(Nc1cccnc1)NN(c1ccccc1)c1ccccc1
1.1	NC(=O)C(c1ccc(F)cc1)N1CCCN(C(=O)c2ccccc2)CC1 (configuration not stated)
-32.4	N#CCCn1nnc(CCN2C(=O)c3ccccc3C2=O)n1
-10.0	CS(=O)(=O)N1CCC(Nc2cnn(Cc3ccccc3)c(=O)c2Cl)CC1
-6.3	CN(Cc1ccc(Cl)c(Cl)c1)C(=O)c1cc2c(cn1)CN(CCC(=O)OC(C)(C)C)C2
-10.3	Cc1ccc2oc(C(=O)NCCc3nc4ccccc4[nH]3)c(C)c2c1
-12.3	COc1ccc2[nH]c(=O)c(CN(C)Cc3ncc[nH]3)cc2c1
-3.9	NC(=O)c1ccccc1NC(=O)C1Cc2ccccc2S1 (configuration not stated)
-2.1	NC(=O)CSc1nc2ccccc2c(=O)n1CCc1ccc(Cl)cc1Cl
-14.4	C=C(Br)Cn1cnc2c(F)cc(Br)cc2c1=O
-7.4	c1ccc2sc(-c3ccc(CNCCCn4ccnc4)o3)nc2c1
-3.3	Nc1nc(Nc2cccc(F)c2)nc(N2CCCC2)c1[N+](=O)[O-]
-5.2	CSC(=C(C#N)C#N)N1CCN(c2ccccc2)CC1
-4.1	COc1ccc(C(=O)Nc2nc(-c3cc(Cl)sc3Cl)cs2)cc1OC
-12.6	CCC(C)NCc1cccc(OCc2nc(CO)cs2)c1 (configuration not stated)
-1.5	Cc1ccc(Cn2c(=O)c3c(nc4[nH]c(C)c(C)n43)n(C)c2=O)cc1
-6.3	COc1cc(S(=O)(=O)Nc2ccc3cn[nH]c3c2)ccc1Br
-1.5	CN1CCN2CCN(C(=O)c3c[nH]n4ccnc34)CC2C1 (configuration not stated)
-5.0	Cn1nnnc1SCc1cc(=O)n2cc(Br)ccc2n1
-15.4	O=C(NCC1CC1)c1nn(-c2ccccc2)c(=O)c2ccccc12
2.8	Clc1cccc(Cl)c1CNC1CCN(Cc2ccccc2)CC1
-9.0	O=C1NCCN(c2nc(C(F)F)nc3ccccc23)C1c1cccs1 (configuration not stated)
-14.8	Cc1cccnc1C(C)NC(=O)CCN(C)S(C)(=O)=O (configuration not stated)

Going on with the list:
mcGAS RapidFire	mol
9.1	O=C(NC1CCCCC1)c1sc(=S)n2c1[nH]c(=O)c1sccc12
-3.5	CC(C)(C)NP1(=O)C=C(c2ccccc2)SC(c2ccccc2)=C1
-4.8	CCS(=O)(=O)c1ncc(CN2CCCCO2)n1CCCc1ccccc1
-10.2	COc1cccc(-c2cnc(NC(C)=O)cn2)c1
1.8	O=C(CC1OCCc2sccc21)OCc1ccc2n[nH]nc2c1 (configuration not stated)
-4.4	Cc1cc(I)cnc1NC(=O)C(C)(C)C
-1.7	Cc1ccc2cc(/C=N\NC(=O)CN3CCCCC3)c(Cl)nc2c1
-7.1	O=C(c1ccccc1F)N1CCN(C(C(=O)N2CCc3ccccc3C2)C2CCCC2)CC1 (configuration not stated)
18.9	Cn1c(=O)c2c(ncn2CC(=O)NC2CCCCCCC2)n(C)c1=O
-2.1&4.9	CO[C@H]1CN(C(=O)CCc2c(C)n[nH]c2C)CC[C@H]1N
2.0	O=C(Cc1c[nH]c2ccc(F)cc12)N1CCc2c(cnn2-c2ccc(Cl)cc2Cl)C1
-12.2	CCc1ccc(CN(C)C(=O)c2csc(-c3cnccn3)n2)cc1
-2.4	CCNC(=O)CSc1nnc(-c2ccccc2)o1
-15.8	CC(=O)NCCn1c(C)csc1=Nc1cccc2ccccc12
-1.7	CCCN1C(SCC(=O)NCCc2ccc(Cl)cc2)=NS(=O)(=O)c2ccccc21
21.2	Cc1[nH]c(=S)n(C2CCCC2)c1C
-5.3	NC(CN1CCCC1=O)=NOC(=O)c1ccc(Cl)cc1
-0.2	CCc1ncc(CN(C)C(C)C(=O)NC(C)C)s1 (configuration not stated)
-36.6	Cc1nn(C)c(C(=O)N(C)C23CC4CC(CC(C4)C2)C3)c1Br
1.1	Cc1nn2cc(-c3cccc([N+](=O)[O-])c3)cc2c2c(C)n(C)c(C)c12
-12.6	CC(=O)Nc1cccc(-c2cnn(Cc3ccccc3)c2)c1
-10.1	CC1(C(=O)NS(=O)(=O)c2cccc(Cl)c2)CCN1C(=O)CCc1ccccc1 (configuration not stated)
0.4	c1ccc2sc(N3CCCN(Cc4cc5n(n4)CCNC5)CC3)nc2c1
-9.8	CCCNC(=O)CN(C)C(=O)/C=C/c1c(C)nn(-c2ccc(F)cc2)c1Cl

The closing five records of the part above open the next one.
mcGAS RapidFire	mol
1.1	Cc1nn2cc(-c3cccc([N+](=O)[O-])c3)cc2c2c(C)n(C)c(C)c12
-12.6	CC(=O)Nc1cccc(-c2cnn(Cc3ccccc3)c2)c1
-10.1	CC1(C(=O)NS(=O)(=O)c2cccc(Cl)c2)CCN1C(=O)CCc1ccccc1 (configuration not stated)
0.4	c1ccc2sc(N3CCCN(Cc4cc5n(n4)CCNC5)CC3)nc2c1
-9.8	CCCNC(=O)CN(C)C(=O)/C=C/c1c(C)nn(-c2ccc(F)cc2)c1Cl
-7.7	CCOC(=O)N1CCC(C(=O)Nc2ccc(S(=O)(=O)N(C)C)cc2)CC1
5.4	O=C(c1ccc(Oc2ccccc2)cc1)C1CCCN(C(=O)CCn2cnnn2)C1 (configuration not stated)
-3.2	Fc1ccccc1Nc1nc(COc2cccc(Cl)c2)cs1
-7.7	Cc1nc(C=CC(=O)N(Cc2ccccc2)C2CCS(=O)(=O)C2)cs1 (configuration not stated)
-36.6	CC(=O)N1CCc2c(nc(-c3ccccn3)nc2NCCn2cccn2)C1
-13.7	CN(Cc1cn[nH]c1-c1ccc(F)cc1)C(=O)CCC1CC1
-8.5	S=C1NC2(CCCCCC2)N=C1c1ccccc1
-29.1	COc1ccccc1CNC(=O)c1nn(-c2ccccc2)c(=O)cc1OC
7.5	c1ccc2c(c1)Cc1ccc(-c3csc(N4CCOCC4)n3)cc1-2
-4.3	Cc1ccc(N2CCN(C(=O)c3ccccc3N3CCC(NC(=O)c4cccs4)CC3)CC2)cc1C
-6.2	c1ccc(COC2CCN(Cc3cccc4nccnc34)CC2)cc1
-4.8	CC1CCN(Cc2nc3ccccc3c(=O)n2Cc2ccco2)CC1
8.1	CCn1cc(S(=O)(=O)NC2CCC(c3ncno3)CC2)cn1 (configuration not stated)
-7.4	Clc1ccc(C2=Nc3ncnn3C(c3ccc(Cl)cc3)C2)cc1 (configuration not stated)
-1.8	CC1CN(C(=O)C(C)OC(=O)Cc2c[nH]c3ccccc23)CC(C)O1 (configuration not stated)
-3.0	Cc1cccc(NC(=S)NNC(=O)c2sccc2C)c1
-12.4	COc1cc(C)ccc1OCC(=O)Nc1cccc(Cl)c1F
-14.0	O=C(NCc1ccncc1)c1nnc(N2CCC(Cc3ccccc3)CC2)c2ccccc12
0.7	Cn1c(CC(=O)NNC(=O)c2ccc3c(c2)CCC3)nc2ccccc21
-11.0	O=C(C=Cc1ccc(N2CCCC2=O)cc1)Nc1ccc2c(c1)OCCO2
-0.6	Cc1cc(CNC(=O)CCC(=O)c2cccs2)cc(C)c1O
-5.6	CCCCN1C(=O)c2ccccc2NC12CCN(C(=O)C1(c3ccccc3)CC1)CC2
1.4	O=C(Nc1ccccc1Oc1cccnc1)C1CCCN(C/C=C/c2ccc(F)cc2)C1 (configuration not stated)
-4.0	O=C(Nc1ccc2c(c1)CN(C(=O)CN1CCOC1=O)CC2)c1ccncc1
-8.9	Cc1nc(-c2ncccn2)sc1C(=O)NC(C)CN1CCCC(C)C1 (configuration not stated)
-7.2	CC(C)c1nccn1Cc1cc(C(=O)N(C)Cc2ccccc2Cl)n[nH]1
-2.5	CN(C)CCN(Cc1cccc(F)c1)C(=O)c1ncncc1Cl
-14.1	Cc1ccsc1CN(C)C(=O)CCN1CCCCO1
-10.0	Cc1ccc(C(C2Sc3nc(C)nn3C2=O)N2CCN(Cc3ccccc3)CC2)cc1 (configuration not stated)
6.6	COc1ccc(-c2nc(CN(C)C(C)c3nccs3)c(C)o2)cc1C (configuration not stated)
-6.4	Cc1nn(C)cc1C(=O)NCCN1CCOCC1
2.8	CCN(CC(=O)Nc1c(F)cccc1F)C(=O)c1cnc(C)cn1
-2.4	O=c1cc(NCC(O)c2ccc(F)cc2)cnn1Cc1ccccc1 (configuration not stated)
-3.4	CCCCCCCCCCC1C[C@H]2CC(O)O[C@H]2O1 (some centres not stated)
-5.4	COC(=O)c1ccc(Nc2ccc(OCC3CCCO3)cc2)nn1 (configuration not stated)
-21.6	NC1=NC(c2ccc(-c3ccccc3)cc2)n2c(nc3ccccc32)N1 (configuration not stated)
-14.1	CCC(=O)C1=C(c2ccccc2)N(C(=O)CC)n2c(Cc3ccc(OC)cc3)nnc2S1
-8.5	CCOC(=O)C1(CCOc2ccccc2)CCCN(C(=O)c2csc(C)n2)C1 (configuration not stated)
-5.0	CCCCN(C)C(=O)c1sc(=O)n(CC(=O)c2ccccc2F)c1C
-1.5	CN(Cc1ccccc1O)C(=O)C1CCCN(C(=O)N2CCCC2)C1 (configuration not stated)
-8.7	O=C(NC(=S)NC1CC1)c1ccco1
-12.3	Clc1cc(COc2ccc(-n3cnnn3)cc2)cc2c1OCCO2
-3.2	COC(=O)CCCC(=O)N1CCC(CCC(=O)Nc2cccc(OC)c2)CC1
-7.8	CCNC(=O)C1(C)CCN(C/C=C/c2ccccc2)C1 (configuration not stated)
-6.4	CCOC(=O)c1c(NC(=O)c2ccnn2C)sc(C)c1C
-10.3	O=S(=O)(c1ccc(Cl)c(C(F)(F)F)c1)N1CCc2sccc2C1
-1.7	CC(=O)Nc1cccc2nc(CN3CCCC(CO)(Cc4cccc(Cl)c4)C3)ccc12 (configuration not stated)
-4.8	CC(Sc1cnn(C)c(=O)c1Br)c1ccccc1F (configuration not stated)
-4.3	COC(=O)C(CC(C)C)NC(=O)CNC(=O)c1ccc(C)c(C)c1 (configuration not stated)
15.4	CCCCC1CCC(C(=O)Nc2c(C)nc3ccc(C)cn3c2=O)CC1 (configuration not stated)
